Compound activity from PubChem BioAssay.
EPAC1 agonist: qHTS for Agonist of cAMP-regulated guanine nucleotide exchange factor 3 (EPAC1): primary screen | EPAC1 agonist qHTS, biochemical assay; response scale: 100% = response to 6.5 mM cAMP | Potency, µM (top dose mostly 154 µM), for the others: at the top dose activation, hits mostly activators | 0.073% of 360,000 active; further: nearly all actives have a fitted effect of over 60% in size
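EPAC1 100 nM, Rap1B–BODIPY-GDP 250 nM, unlabeled GDP 50 uM; compound titration; 5 min RT; kinetic read ex480/em540 at 5-min intervals ×30 min; data normalized to 6.5 mM cAMP agonist control.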
FUS yeast rescue: qHTS for Suppressors of FUS Proteinopathy: Primary screen using FUS-linked yeast assay. 0.24% of 390,000 active. S. cerevisiae FUS-expressing, growth rescue, OD600, 24 h. Potency, µM (titrated, usually from 76.6 µM), inactives show at the top dose growth rescue (activation), usual class: activators;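 further: plate controls were DMSO vehicle for no effect and reference control for full effect; nearly all actives have a fitted effect of over 55% in size; some results filed as inactive show a strong effect at the top dose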
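Toxicity suppression screen in FUS-yeast. Cells induced with 2% galactose, starting OD 0.005, treated 24hr at 30C with compounds at multiple final concentrations; growth by OD600.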
EPAC1 antagonist: qHTS for Antagonist of cAMP-regulated guanine nucleotide exchange factor 3 (EPAC1): primary screen; Rap guanine nucleotide exchange factor 3 (Homo sapiens), O95398; EPAC1 GEF assay, Rap1b-BODIPY-GDP exchange fluorescence; Potency, µM (series often up to 115 µM), without a hit: at the highest dose activity change, negative = inhibition, usual class: inhibitors; 0.14% of 360,000 active; AID 720709, 2013;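 further: plate controls were vehicle for no effect and positive control for full effect; nearly all actives have a fitted effect of over 50% in size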
EPAC2 antagonist: qHTS for Antagonist of cAMP-regulated guanine nucleotide exchange factor 2 (EPAC2): primary screen; Rap guanine nucleotide exchange factor 4 (Homo sapiens), Q8WZA2; EPAC2 GEF exchange of Rap1B-BODIPY-GDP, fluorescence; Potency, µM (top dose mostly 114 µM), without a hit: at the highest dose activity, negative = inhibition, actives largely listed as inhibitors; 0.18% of 360,000 active; further: on the % scale 0 is the no-effect control and ±100 the full control effect; nearly all actives have a fitted effect of over 45% in size; many of its hits are not listed in these tables
Target sequence (Q8WZA2 whole entry, looked up): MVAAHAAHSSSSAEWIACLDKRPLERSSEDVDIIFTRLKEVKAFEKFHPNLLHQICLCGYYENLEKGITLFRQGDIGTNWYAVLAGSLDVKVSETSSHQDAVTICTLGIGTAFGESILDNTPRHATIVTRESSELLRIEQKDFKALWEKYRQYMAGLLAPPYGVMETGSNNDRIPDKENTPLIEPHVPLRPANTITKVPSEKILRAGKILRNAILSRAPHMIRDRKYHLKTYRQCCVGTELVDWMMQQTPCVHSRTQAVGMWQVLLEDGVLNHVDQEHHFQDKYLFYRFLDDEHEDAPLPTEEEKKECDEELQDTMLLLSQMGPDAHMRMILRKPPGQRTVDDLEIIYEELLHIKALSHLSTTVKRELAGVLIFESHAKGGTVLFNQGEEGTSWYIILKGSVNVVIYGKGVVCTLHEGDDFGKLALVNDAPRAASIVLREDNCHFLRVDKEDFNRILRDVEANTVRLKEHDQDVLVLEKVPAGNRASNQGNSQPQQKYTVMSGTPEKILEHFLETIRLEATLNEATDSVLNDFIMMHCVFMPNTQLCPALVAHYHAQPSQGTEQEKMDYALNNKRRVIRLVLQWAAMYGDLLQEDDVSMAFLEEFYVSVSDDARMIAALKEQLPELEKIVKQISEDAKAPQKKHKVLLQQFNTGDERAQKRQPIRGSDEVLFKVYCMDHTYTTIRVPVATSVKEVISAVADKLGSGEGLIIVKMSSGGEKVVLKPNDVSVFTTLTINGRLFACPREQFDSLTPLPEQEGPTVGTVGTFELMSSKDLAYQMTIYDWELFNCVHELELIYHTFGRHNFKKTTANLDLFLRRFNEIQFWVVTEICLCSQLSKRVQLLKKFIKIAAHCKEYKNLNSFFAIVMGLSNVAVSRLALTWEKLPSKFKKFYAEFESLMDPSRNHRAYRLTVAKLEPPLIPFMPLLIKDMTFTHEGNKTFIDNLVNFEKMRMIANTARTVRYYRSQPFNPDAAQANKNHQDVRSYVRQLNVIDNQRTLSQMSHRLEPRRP
PTHR1 agonist: qHTS for PTHR1 Agonists: Primary Screen. Parathyroid hormone/parathyroid hormone-related peptide receptor (Homo sapiens), Q03431. HEK293 GP2 PTHR1 cells, GloSensor cAMP luminescence, 1 h. Potency, µM (titrated, usually from 115 µM), for inactives: top-dose activation, most hits filed as activators. 0.075% of 410,000 active. AID 743266, 2014; further: nearly all actives have a fitted effect of over 55% in size; some results filed as inactive show a strong effect at the top dose; inactives centre near -15; many of its hits are not listed in these tables
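HEK-293-derived GP2 cells expressing PTHR1 and a GloSensor cAMP reporter, 3,000/well, plated overnight, given luciferin plus IBMX (each 0.5 mM as added) for 1 h at 37 °C, then compound for 1 h at 37 °C. Luminescence was read after 15 min at room temperature.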
aSyn yeast inh: qHTS of alpha-syn Inhibitors; Yeast expressing alpha-synuclein, growth rescue, BacTiter-Glo, 24 h; Potency, µM (series often up to 46.1 µM), without a hit: at the top dose growth rescue (activation), actives largely listed as activators; 0.14% of 370,000 active; AID 652106, 2013; further: % of control where 0% means no effect; nearly all actives have a fitted effect of over 65% in size
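Galactose-induced alpha-syn yeast (OD600=0.02, raffinose-pregrown) + pinned cpd, 24 hr, 30 deg C; growth by BacTiter-Glo luminescence. Growth restoration scores as activation.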
TDP43 rescue: qHTS of TDP-43 Inhibitors; TDP-43 expressing yeast growth rescue, BacTiter-Glo, 24 h; Potency, µM (titrated, usually from 46.1 µM), inactives show at the top dose growth rescue (activation), actives largely listed as activators; 1.8% of 410,000 active; AID 652104, 2013; further: % of control where 0% means no effect; nearly all actives have a fitted effect of over 50% in size
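In this qHTS, compounds that restore growth of yeast expressing TDP-43 appear as activators. Cells (OD600=0.02, galactose medium, raffinose-pregrown) are incubated with compound 24 hr at 30 deg C and growth is quantified by BacTiter-Glo.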
EPAC2 ag: qHTS for Agonist of cAMP-regulated guanine nucleotide exchange factor 4 (EPAC2): primary screen; 0.079% of 360,000 active; EPAC2 activation, biochemical qHTS; response scale: 100% = 6.5 mM cAMP response; Potency, µM (titrated, usually from 154 µM), inactives show at the top dose activation, most hits filed as activators; further: nearly all actives have a fitted effect of over 50% in size
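Compounds were titrated in qHTS against a Rap1B-BODIPY-GDP (250 nM) complex with EPAC2 (100 nM) and GDP (50 uM). BODIPY-GDP release tracked at 480/540 nm over 30 min at room temperature, normalized to 6.5 mM cAMP.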
Starred values were filed as active, the others as inactive; i = inactive; ? = inconclusive; / = not tested or not shown; [ ] = dose if it differs, or a comment. The call rests on the fitted dose curve; in most records, active means well fitted curve in the direction sought with a large enough effect; inconclusive means small, poorly fitted or top-dose-only effect, or another doubt; inactive means no such curve, though single readings can be large; an effect the other way counts as inactive or inconclusive. Potency means the concentration at half of the fitted maximal effect.

SMILES	EPAC1 agonist	FUS yeast rescue	EPAC1 antagonist	EPAC2 antagonist	PTHR1 agonist	aSyn yeast inh	TDP43 rescue	EPAC2 ag
NC(=O)CSc1nc2ccccc2c(=O)n1-c1ccccc1	6%	7%	-9%	4%	i	2%	8%	5%
Cc1noc(C)c1C(=O)Nc1ccc(N(C)C)cc1	-5%	24%	-9%	12%	i	0%	-10%	3%
C[C@@H]1CN([C@H](C)CO)S(=O)(=O)c2ccc(Br)cc2O[C@@H]1CN(C)C(=O)Nc1ccc(C(F)(F)F)cc1	-14%	?	-15%	-9%	-29%	-15%	24%	-4%
Cc1ccc(C)c(NC(=O)CSc2nncn2C)c1	-1%	-17%	-5%	7%	7%	-2%	-1%	6%
Cc1ccc(S(=O)(=O)Nc2cc(C)c(O)cc2C)cc1	-1%	10%	-6%	0%	-26%	2%	-6%	5%
CC(O)C(NC=C1C(=O)OC(C)(C)OC1=O)C(=O)O (centres undefined)	6%	-1%	-18%	3%	-9%	3%	-12%	-2%
FC(F)Oc1ccc(NC(=S)Nn2cnnc2)cc1	8%	-17%	3%	0%	i	-19%	2%	2%
C=CCOc1cccc(/C=N/NC(=O)CC(=O)NC2CCCCC2)c1	-4%	/	3%	-2%	-25%	0%	1%	-4%
CC(C(=O)N1CC2(C)CC1CC(C)(C)C2)N1C(=O)c2ccccc2C1=O (centres undefined)	2%	10%	-2%	-13%[57.1 µM]	-8%[57.5 µM]	2%	-7%	-8%
O=C(c1ccc(Cl)c(Cl)c1)N1CCC(=O)N(C(COCc2ccc(Cl)cc2)Cc2ccccc2)CC1 (centres undefined)	6%	?	2%	5%	-4%	?	27%	7%
CCC(NS(=O)(=O)c1ccc(C)cc1)C(=O)N1CCN(c2ccccn2)CC1 (centres undefined)	18%	-8%	-8%	5%	-13%	0%	0%	10%
O=C(Nc1cn(-c2ccccc2)nc1-c1cccs1)c1ccco1	16%	1%	-20%	-16%	-21%[57.5 µM]	-12%	5%	9%
O=C(CCCc1ccccc1)NCCCc1ccccc1	-6%	2%	-6%	2%	-16%	21%	9%	12%
O=S1(=O)C=CC(Sc2nc3ccccc3[nH]2)C1 (centres undefined)	-7%	-5%	4%	6%	-20%	3%	18%	-5%
CCOC(=O)C1CCCN(C(=O)c2ccccc2NC(C)=O)C1 (centres undefined)	13%	-1%	2%	11%	-22%	1%	-15%	1%
COc1ccc(C(=O)C2CCCN(Cc3cn(C)nc3-c3ccccc3)C2)cc1F (centres undefined)	4%	-18%	-8%	-1%	-5%	-1%	1%	8%
CC1CCCC(NC(=O)COC(=O)c2n[nH]c3ccccc23)C1C (centres undefined)	-4%	-11%	-12%	14%	-32%[inhibitor]	2%	21%	-3%
COc1ccc(COC(=O)C2=C(C)NC(=O)NC2c2ccccc2OC(C)C)cc1 (centres undefined)	0%	24%	-20%	-2%	-13%	9%	4%	1%
CC1CCC(NC(=O)Cn2ncc3ccccc32)CC1 (centres undefined)	-14%	-14%	1%	7%	-19%	0%	15%	1%
COc1cc(C)c(CN2CCC(Cc3ccccc3)CC2)cc1C	14%	-7%	22%	-11%	-5%	-2%	-5%	14%
CN(CC(=O)Nc1ccc(Cl)cc1)C(=O)Cn1[nH]c(=O)c2ccccc2c1=O	1%	-7%	0%	-1%	-1%	0%	4%	10%
COc1ccc(-n2c(C)cc(C(=O)Cn3nnc4ccccc4c3=O)c2C)cc1	8%	6%	13%	9%	-12%[57.5 µM]	2%	-30%	9%
CC(=O)Nc1ccc(S(=O)(=O)N(Cc2ccco2)Cc2cc3ccccc3[nH]c2=O)cc1	-5%	5%	-2%	-3%	-66%[inhibitor]	9%	-8%	-10%
COc1cc(C(=O)Sc2ccc(Cl)cc2)cc(OC)c1OC	-6%	-28%	-11%	3%	-22%	-12%	25%	10%
CCC(C)(C(=O)NC1CCCC1)N(Cc1ccco1)C(=O)c1ccccn1 (centres undefined)	5%	7%	-16%	-4%	i	2%	-18%	10%
CCC[C@@H]1C=C(C(=O)OCC)[C@H](c2ccccc2)N1S(=O)(=O)c1ccc(C)cc1	3%	40%	?	-18%	-30%	-2%	-11%	3%
COc1ccc(-c2cc(N3CCCC3)n3ncnc3n2)cc1	4%	9%	4%	14%	-8%[57.5 µM]	-1%	13%	1%
C=C(CC[C@@H](O)C(C)(C)O)[C@H]1CC[C@]2(C)[C@@H]1CCC1[C@@]3(C)CC[C@H](O)C(C)(C)C3CC[C@]12C (some centres undefined)	-6%	-20%	-15%	19%	-12%	17%	-8%	1%
COc1ccccc1N(CC(=O)NCCSc1ccccc1)S(C)(=O)=O	12%	-9%	4%	-4%	-9%[57.5 µM]	0%	-13%	14%
Cc1cc(C)cc(OCC(=O)OCC(=O)NC2CC2)c1	7%	-4%	1%	1%	i	3%	-5%	3%

Reformatted with two lines to a compound: entries from further up.
Fields: EPAC1 agonist	FUS yeast rescue	EPAC1 antagonist	EPAC2 antagonist	PTHR1 agonist	aSyn yeast inh	TDP43 rescue	EPAC2 ag
FC(F)Oc1ccc(NC(=S)Nn2cnnc2)cc1
→ 8%	-17%	3%	0%	i	-19%	2%	2%
C=CCOc1cccc(/C=N/NC(=O)CC(=O)NC2CCCCC2)c1
→ -4%	/	3%	-2%	-25%	0%	1%	-4%
CC(C(=O)N1CC2(C)CC1CC(C)(C)C2)N1C(=O)c2ccccc2C1=O (centres undefined)
→ 2%	10%	-2%	-13%[57.1 µM]	-8%[57.5 µM]	2%	-7%	-8%

Remaining list, next part
SMILES	EPAC1 agonist	FUS yeast rescue	EPAC1 antagonist	EPAC2 antagonist	PTHR1 agonist	aSyn yeast inh	TDP43 rescue	EPAC2 ag
CC1=NC(Nc2nc(C)c3ccccc3n2)=NC(C)(C)C1	-1%	19%	7%	0%[57.1 µM]	-7%[57.5 µM]	2%	9%	-8%
CS(=O)(=O)c1ccc(C(=O)OCC(=O)Nc2cccnc2Cl)cc1[N+](=O)[O-]	0%	1%	?	-17%	-35%[inhibitor]	4%[1.84 µM]	2%	-1%
O=C(NC(=O)c1c(Cl)cccc1Cl)Nc1ccc(Oc2cccnc2)nc1	1%	12%	11%	8%	i	2%	-1%	0%
CCOc1nc(C)ccc1-c1noc(-c2ccccn2)n1	7%	4%	-8%	5%	-2%[57.5 µM]	0%	-2%	0%[15.6 µM]
Cc1[nH]nc2c1C(c1ccccc1)C1=C(CC(C)(C)CC1=O)N2 (centres undefined)	-3%	8%	3%	7%	i	-13%	16%	-4%
NC(=O)C1CCN(C(c2ccccc2)c2nnnn2C2CCCC2)CC1 (centres undefined)	13%	30%	-1%	0%	-8%[57.5 µM]	-1%	1%	7%
CCc1ccc(NC(=O)Cn2cccc2)cc1	5%	12%	8%	-1%	-26%	2%	23%	12%
COC(=O)c1c(NC(NC(=O)C(C)C)C(Cl)(Cl)Cl)sc2c1CCCC2 (centres undefined)	-13%	-6%	-12%	-2%	2%	-4%	3%	6%
CCCCCC(=O)NCC(C)NC(=O)CCCCC (centres undefined)	-5%	/	-8%	1%	i	0%	23%	-3%
Cc1cc(-c2ccc(C)c(S(=O)(=O)NCCCN3CCN(c4ccccc4)CC3)c2)on1	6%	27%	-10%	-11%	-26%	9%	5%	11%
FC(F)(F)c1cc(C(F)(F)F)c2ccc(N3CCN(c4ccccc4)CC3)nc2n1	-1%	4%	2%	10%	i	0%	19%	-5%
O=C(Nc1ccccc1-c1nc2ccccc2[nH]1)c1ccc(N2C(=O)CCC2=O)cc1	4%	19%	1%	14%	-23%	1%	-31%[inhibitor]	9%
CCc1ccccc1NC(=O)Nc1ccc(F)cc1	-10%	-6%	0%	-2%	-21%	-7%	-8%[0.397 µM]	7%
CCOC(=O)C1=C(COC(=O)COc2ccccc2OCC)NC(=O)NC1C (centres undefined)	37%	30%	-6%	-2%	i	-2%	10%	4%
O=C(CSc1n[nH]c(=O)n1C1CC1)Nc1ccc(OC(F)(F)F)cc1	-9%	10%	-11%	-4%	-39%[inhibitor]	-1%	19%	3%
COc1cccc(C(=O)N2CCN(C(=O)C3COc4ccccc4O3)CC2)c1 (centres undefined)	-3%	2%	-8%	4%	-30%	9%	16%	1%
COc1ccccc1N1CCN(C(=O)c2cc3c(=O)n4ccccc4nc3s2)CC1	1%	-8%	-10%	-2%	-27%	8%	20µM*	4%
N#Cc1ccc(C(=O)N2CCCCC2c2cc(C(=O)Nc3ccc4c(c3)OCO4)no2)cc1 (centres undefined)	3%	32%	0%	-2%	0%	1%	14%	6%
CCC(C)(C)C1CCc2c(sc(NC(=O)c3ccccc3C(=O)O)c2C#N)C1 (centres undefined)	-8%	18%	79µM*	-16%	-12%	-10%	-2%	2%
Cc1c(Cl)ccc2c(C(N)=O)cc(-c3ccccn3)nc12	1%	7%	-7%	2%	-8%	2%	17%	-1%
COCCNC(=O)CN(C(=O)Cn1nnc2ccccc21)c1cccc(C)c1C	3%	-12%	5%	2%	i	6%	9%	3%
CNC(=O)Nc1ccccc1C(=O)NCc1ccccc1	7%	-17%	14%	0%	i	5%	16%	-6%
CCN(CC)S(=O)(=O)c1ccc(N2CCCC2)c(C(=O)Nc2ccc(OC)c(Cl)c2)c1	2%	/	-3%	-9%	i	-4%	18%	9%
CC(NC(=O)c1cc2ccccc2oc1=O)c1ccccc1 (centres undefined)	-2%	-2%	0%	6%	-13%	-10%	-1%[1.82 µM]	1%
COc1ccc(CN(C)C(=O)c2cccc(NS(=O)(=O)c3ccccc3)c2)c(OC)c1	8%	11%	?	-11%	-19%	10%	-9%	2%
Cc1ccc(NC(=O)c2ncn[nH]2)cc1	-2%	2%	1%	1%	i	8%	13%	0%
COC(=O)c1cn(CC(=O)NCc2cccs2)c2ccccc12	2%	30%	12%	10%	-17%	5%	17%	-1%
O=C(CSC1=NCCS1)N1CCN(c2ccccc2)CC1	2%	/	-22%	1%	-41%[inhibitor]	1%	30%	0%

Some of the compounds tested; rates above refer to the full screens.
